Compound activity (PubChem)
BioA inh: BioA (M. tuberculosis) enzyme inhibition; purified M. tuberculosis BioA enzyme, plate reader; inhibition, % at 9.99 µM; actives 0.096% (n = 360,000); in the data active means inhibition above about 40%
An asterisk follows results filed as active. These rows are one share of the data; rates above refer to the full screens.

SMILES	BioA inh
CN(C)C(=O)C[C@@H]1CC[C@H]2[C@@H](COc3ccc(NS(=O)(=O)c4cccc(F)c4)cc3C(=O)N2C)O1	1.7
C[C@@H]1CN([C@@H](C)CO)C(=O)CCCn2nncc2CO[C@@H]1CN(C)Cc1ccccc1	-2.6
CO[C@H]1CN(C)C(=O)c2cccc(C#N)c2OC[C@@H]2O[C@H](CC[C@H]2OC)CCN(C)C(=O)[C@H]1C	0.0
O=C(NCC[C@@H]1CC[C@H](NS(=O)(=O)Cc2ccccc2)[C@H](CO)O1)C1CCCC1	-1.1
COc1cccc(-c2ccc3c(c2)O[C@H](CN(C)C)[C@H](C)CN([C@H](C)CO)S3(=O)=O)c1	0.2
COc1ccc(NC(=O)Nc2ccc3c(c2)[C@H]2C[C@H](CC(=O)N4CCOCC4)O[C@H](CO)[C@H]2O3)cc1	-1.2
COc1ccc(NC(=O)N(C)C[C@@H]2Oc3ccc(NC(=O)CCCN(C)C)cc3C(=O)N([C@@H](C)CO)C[C@H]2C)cc1	2.3
Cc1noc(C)c1S(=O)(=O)Nc1ccc2c(c1)C(=O)N([C@H](C)CO)C[C@H](C)[C@H](CN(C)C)OCCCC[C@H](C)O2	2.3
CNC(=O)C[C@H]1CC[C@H]2[C@@H](COc3ccc(NC(=O)c4cccc(F)c4)cc3C(=O)N2C)O1	1.3
O=C(N[C@H]1C=C[C@@H](CC(=O)N2CCc3ccccc3C2)O[C@H]1CO)C1CCC1	4.3
CC(=O)N1[C@@H]2CN(C(=O)c3ccc(F)cc3)c3ccccc3[C@@H]2[C@@H]1CO	-6.9
CC(C)NC(=O)N1C[C@@H]2[C@H](c3ccccc31)[C@@H](CO)N2C(=O)Nc1ccc(F)cc1	-2.5
O=C(NCc1cc(F)cc(F)c1)[C@@H]1[C@@H](CO)[C@@H]2Cn3c(cccc3=O)[C@H]1N2C(=O)c1cnccn1	0.8
C[C@H]1CN([C@@H](C)CO)C(=O)c2cc(NC(=O)Nc3ccc(F)cc3)ccc2O[C@H]1CN(C)CC1CCCCC1	-4.1
O=C(C[C@@H]1CC[C@H](NC(=O)Cc2cccnc2)[C@@H](CO)O1)Nc1ccc(-c2ccccc2)cc1	-1.1
CCCC#Cc1ccc([C@H]2[C@H]3CN(S(=O)(=O)Cc4ccccc4)CCCCN3[C@H]2CO)cc1	0.9
COc1ccc(-c2ccc3c(c2)[C@H]2[C@H](CCN2S(=O)(=O)c2ccccc2F)[C@H](CO)N3C)cc1	1.2
Cc1ccc(S(=O)(=O)Nc2ccc3c(c2)C(=O)N([C@H](C)CO)C[C@H](C)[C@H](CN(C)S(=O)(=O)c2ccccc2)OCCCC[C@H](C)O3)cc1	-1.3
COc1ccc(S(=O)(=O)N(C)C[C@H]2OCCCC[C@@H](C)Oc3ccc(NS(=O)(=O)c4c(C)noc4C)cc3C(=O)N([C@@H](C)CO)C[C@H]2C)cc1	-0.1
CNC(=O)C[C@@H]1CC[C@H]2[C@@H](COC[C@H](O)CN2Cc2ccc(Cl)c(Cl)c2)O1	4.3
CCCC(=O)Nc1ccc2c(c1)C(=O)N(C)[C@@H]1CC[C@@H](CC(=O)NCC(F)(F)F)O[C@H]1CO2	-3.2
COc1ccc(CN(C)C[C@H]2Oc3ccc(NC(=O)C4CCCCC4)cc3CC(=O)N([C@@H](C)CO)C[C@H]2C)cc1	0.8
Cc1noc(C)c1NC(=O)Nc1ccc2c(c1)CC(=O)N([C@@H](C)CO)C[C@H](C)[C@H](CN(C)Cc1ccc3c(c1)OCO3)O2	-0.1
CCCNC(=O)N1[C@H](CN(C)C(C)=O)[C@H](c2ccc(C3=CCCC3)cc2)[C@@H]1CO	-2.5
C[C@H](CO)N1C[C@H](C)[C@@H](CN(C)Cc2ccc(Oc3ccccc3)cc2)Oc2ccc(NC(=O)Cc3cn(C)c4ccccc34)cc2C1=O	-3.4
C[C@H](CO)N1C[C@H](C)[C@@H](CN(C)Cc2cccnc2)Oc2ncc(/C=C/c3ccccc3)cc2C1=O	3.6
CCCC(=O)Nc1ccc2c(c1)C(=O)N(C)C[C@@H](OC)[C@@H](C)CN(C(C)=O)[C@H](C)CO2	-1.7
CC(C)(C)S(=O)N1Cc2cc(C(=O)O)nc(-c3cccc(-c4cccc(F)c4)c3)c2[C@H]1CCO (stereo not given in full)	0.2
COc1cccc(-c2ccc3c(c2)[C@H]2[C@H](CCN2S(=O)(=O)c2cn(C)cn2)[C@H](CO)N3)c1	-0.9
O=C(N[C@H]1CC[C@H](CCn2cc(-c3ccccc3)nn2)O[C@@H]1CO)c1cnccn1	-2.9
C[C@H]1CCCCO[C@H](CN(C)CC2CC2)[C@@H](C)CN([C@@H](C)CO)C(=O)c2cc(NC(=O)Nc3ccc(C(F)(F)F)cc3)ccc2O1	0.4
CCCNC(=O)C[C@H]1CC[C@H]2[C@H](COc3ccc(NC(=O)c4cccc(OC)c4)cc3C(=O)N2C)O1	1.4
CC(C)COC(=O)N(C)C[C@@H]1OCc2ccccc2-c2ccccc2C(=O)N([C@@H](C)CO)C[C@@H]1C	-0.3
CCOC(=O)N(C)C[C@@H]1OCc2cnnn2CCCC(=O)N([C@@H](C)CO)C[C@H]1C	2.3
COc1cccc(-c2cn(CC[C@@H]3CC[C@H](NC(C)=O)[C@@H](CO)O3)nn2)c1	0.4
O=C(Nc1ccccc1)N1CCCCN2[C@H](CO)[C@@H](c3ccc(C#CC4CC4)cc3)[C@@H]2C1	-3.6
O=C(O)[C@@H]1[C@@H](CO)[C@@H]2Cn3c(ccc(-c4ccccc4)c3=O)[C@@H]2N1CCc1ccccc1	1.0
CC(C)NC(=O)N1[C@@H](C#N)[C@@H](c2ccc(C#CC3CCCCC3)cc2)[C@@H]1CO	-1.1
C[C@@H]1CN([C@@H](C)CO)C(=O)c2cccc(NC(=O)c3ccncc3)c2O[C@@H]1CN(C)Cc1ccc(C(=O)O)cc1	-1.8
O=C(C[C@H]1C[C@H]2c3cc(NC(=O)NC4CCCC4)ccc3O[C@H]2[C@@H](CO)O1)NCc1ccc(Oc2ccccc2)cc1	-1.2
Cn1cnc(S(=O)(=O)N[C@@H]2CC[C@@H](CC(=O)Nc3ccccc3)O[C@@H]2CO)c1	-2.8
C[C@@H]1CN([C@@H](C)CO)C(=O)c2cc(NC(=O)CCC(F)(F)F)ccc2O[C@@H](C)CCCCO[C@@H]1CN(C)C(=O)Nc1ccc(C(F)(F)F)cc1	-0.3
C[C@@H]1CN([C@@H](C)CO)C(=O)c2cc(NC(=O)c3ccccc3)ccc2O[C@@H](C)CCCCO[C@H]1CN(C)C(=O)Nc1ccc2c(c1)OCO2	-0.5
C[C@@H]1CN([C@@H](C)CO)C(=O)Cc2cc(NS(=O)(=O)c3cn(C)cn3)ccc2O[C@@H]1CN(C)C(=O)Nc1ccc2c(c1)OCO2	-3.5
C[C@H](CO)N1C[C@H](C)[C@@H](CN(C)S(C)(=O)=O)Oc2cc(C#CC3CC3)ccc2S1(=O)=O	0.1

Given as comma-separated lines: 3 of the compounds above
Compound,BioA inh
O=C(Nc1ccccc1)N1CCCCN2[C@H](CO)[C@@H](c3ccc(C#CC4CC4)cc3)[C@@H]2C1,-3.6
O=C(O)[C@@H]1[C@@H](CO)[C@@H]2Cn3c(ccc(-c4ccccc4)c3=O)[C@@H]2N1CCc1ccccc1,1.0
CC(C)NC(=O)N1[C@@H](C#N)[C@@H](c2ccc(C#CC3CCCCC3)cc2)[C@@H]1CO,-1.1

Other results.
SMILES	BioA inh
C/C=C/c1cnc2c(c1)C(=O)N([C@H](C)CO)C[C@H](C)[C@H](CN(C)Cc1ccc(F)cc1)O2	-1.9
COCCNC(=O)C[C@H]1CC[C@H]2[C@@H](COc3ccc(NC(=O)Nc4ccccc4)cc3C(=O)N2C)O1	2.8
O=C(C[C@@H]1CC[C@@H]2[C@H](COC[C@@H](O)CN2Cc2cccc(C(F)(F)F)c2)O1)NCc1ccc(Cl)cc1	0.7
CCC(=O)N1CCCCN2[C@H](C1)[C@@H](c1ccc(C#Cc3ccccc3)cc1)[C@@H]2CO	-1.9
C[C@@H]1CN([C@@H](C)CO)C(=O)c2cc(NC(=O)Nc3ccc4c(c3)OCO4)ccc2O[C@@H]1CN(C)CC1CCCCC1	0.5
O=C(C[C@@H]1CC[C@@H]2[C@H](COC[C@H](O)CN2S(=O)(=O)c2cccc(F)c2)O1)NCc1ccc2c(c1)OCO2	-0.2
Cc1noc(C)c1NC(=O)Nc1ccc2c(c1)CC(=O)N([C@H](C)CO)C[C@H](C)[C@H](CN(C)S(=O)(=O)c1ccccc1)O2	-3.0
C[C@H](CO)N1C[C@H](C)[C@H](CN(C)Cc2ccc(C(F)(F)F)cc2)Oc2c(NS(=O)(=O)c3cn(C)cn3)cccc2C1=O	0.9
C[C@@H]1CCCCO[C@H](CN(C)Cc2ccccc2)[C@@H](C)CN([C@@H](C)CO)C(=O)c2cc(NC(=O)CCCCCC(=O)Nc3ccccc3N)ccc2O1	-4.6
C/C=C/c1cnc2c(c1)C(=O)N([C@@H](C)CO)C[C@H](C)[C@@H](CN(C)S(=O)(=O)c1ccc(OC)cc1)O2	-2.0
COc1ccc(S(=O)(=O)N(C)C[C@H]2OCCCC[C@H](C)Oc3ccc(NC(=O)Nc4ccc5c(c4)OCO5)cc3C(=O)N([C@H](C)CO)C[C@H]2C)cc1	0.9
C[C@H]1CN([C@@H](C)CO)S(=O)(=O)c2ccc(C#CC(C)(C)O)cc2O[C@@H]1CN(C)C	-0.6
C[C@H](CO)N1C[C@H](C)[C@H](CN(C)C(=O)CCC(F)(F)F)OCCCC[C@H](C)Oc2ccc(NS(=O)(=O)c3ccc(F)cc3)cc2C1=O	1.1
CCCNC(=O)N(C)C[C@H]1Oc2cc(Br)ccc2S(=O)(=O)N([C@@H](C)CO)C[C@H]1C	2.0
C[C@H]1CN([C@@H](C)CO)C(=O)Cc2cc(NS(C)(=O)=O)ccc2O[C@@H]1CN(C)C(=O)Nc1ccc2c(c1)OCO2	-1.8

A stretch from further up, for reference:
SMILES	BioA inh
C[C@H](CO)N1C[C@H](C)[C@H](CN(C)C(=O)CCC(F)(F)F)OCCCC[C@H](C)Oc2ccc(NS(=O)(=O)c3ccc(F)cc3)cc2C1=O	1.1
CCCNC(=O)N(C)C[C@H]1Oc2cc(Br)ccc2S(=O)(=O)N([C@@H](C)CO)C[C@H]1C	2.0
C[C@H]1CN([C@@H](C)CO)C(=O)Cc2cc(NS(C)(=O)=O)ccc2O[C@@H]1CN(C)C(=O)Nc1ccc2c(c1)OCO2	-1.8

Other entries.
SMILES	BioA inh
CC(C)NC(=O)N(C)C[C@@H]1OCCCC[C@H](C)Oc2ccc(N(C)C)cc2C(=O)N([C@@H](C)CO)C[C@H]1C	-0.3
COC(=O)N(C)C[C@@H]1OCc2ccccc2-c2c(n(C)c3ccccc23)C(=O)N([C@H](C)CO)C[C@H]1C	-1.3
CO[C@@H](CN(C)Cc1ccc2c(c1)OCO2)[C@H](C)CN(C(=O)c1ccccc1)[C@H](C)CO	-3.3
COc1cccc(-c2ccc3n(c2=O)C[C@H]2[C@H](CO)[C@@H](C(=O)N(C)C)[C@@H]3N2C(=O)c2cnccn2)c1	-3.6
Cc1noc(C)c1S(=O)(=O)Nc1cccc2c1O[C@H](CN(C)C(=O)NC1CCCCC1)[C@H](C)CN([C@@H](C)CO)C2=O	-1.1
C[C@H](CO)N1C[C@H](C)[C@@H](CN(C)CC2CCCCC2)Oc2ccc(NS(=O)(=O)c3ccccc3)cc2C1=O	0.1
CO[C@@H]1CC[C@H]2CCN(C)C(=O)C[C@@H](c3ccccc3)CN(C)C(=O)c3cccc(C#N)c3OC[C@H]1O2	0.2
CCNC(=O)C[C@H]1CC[C@@H]2[C@H](COC[C@H](O)CN2C(=O)Nc2ccc3c(c2)OCO3)O1	-1.6
COCC(=O)N1C[C@H](C)[C@@H](OC)CN(C)C(=O)c2cc(NC(=O)c3cnccn3)ccc2OC[C@@H]1C	-0.3
COc1ccccc1S(=O)(=O)N[C@H]1C=C[C@H](CC(=O)NCc2cccc(F)c2)O[C@@H]1CO	2.2
COc1ccc(C#Cc2cnc3c(c2)C(=O)N([C@H](C)CO)C[C@H](C)[C@H](CN(C)S(=O)(=O)c2ccc(C)cc2)O3)cc1OC	-1.4
Cc1ccccc1-c1ccc2c(c1)O[C@@H](CN(C)C(=O)Nc1ccccc1)[C@H](C)CN([C@H](C)CO)S2(=O)=O	-0.2
COc1ccc(NC(=O)N(C)C[C@@H]2Oc3cc(-c4cccc(C(=O)N(C)C)c4)ccc3S(=O)(=O)N([C@H](C)CO)C[C@@H]2C)cc1	-1.8
C[C@H](CO)N1C[C@H](C)[C@@H](CN(C)Cc2ccccc2F)Oc2cc(C3=CCCCC3)ccc2S1(=O)=O	2.7
COc1ccc(CNC(=O)C[C@@H]2CC[C@H](NC(=O)CN(C)C)[C@@H](CO)O2)cc1	-2.1
C[C@@H]1CN([C@@H](C)CO)C(=O)Cc2cc(NC(=O)Nc3ccc(C(F)(F)F)cc3)ccc2O[C@H]1CN(C)Cc1ccc(C(F)(F)F)cc1	-2.5
C[C@H](CO)N1C[C@H](C)[C@H](CN(C)C(=O)Nc2cccc(F)c2)Oc2ncc(C3=CCCCC3)cc2C1=O	2.3
C[C@H]1CN([C@@H](C)CO)C(=O)c2c(c3ccccc3n2C)-c2ccccc2CO[C@@H]1CN(C)C(=O)Nc1ccc(F)cc1	3.5
C[C@H](CO)N1C[C@H](C)[C@H](CN(C)C(=O)Nc2ccc(C(F)(F)F)cc2)OCCCC[C@H](C)Oc2ccc(NC(=O)Nc3ccc4c(c3)OCO4)cc2C1=O	-11
O=C(C1CCC1)N1CCCCN2[C@H](CO)[C@@H](c3ccc(-c4cccc(F)c4)cc3)[C@@H]2C1	-0.9

Part of the list above in a different format:
| compound | BioA inh |
| --- | --- |
| C[C@H](CO)N1C[C@H](C)[C@H](CN(C)C(=O)Nc2ccc(C(F)(F)F)cc2)OCCCC[C@H](C)Oc2ccc(NC(=O)Nc3ccc4c(c3)OCO4)cc2C1=O | -11 |
| O=C(C1CCC1)N1CCCCN2[C@H](CO)[C@@H](c3ccc(-c4cccc(F)c4)cc3)[C@@H]2C1 | -0.9 |
| C[C@H](CO)N1C[C@H](C)[C@H](CN(C)C(=O)Nc2cccc(F)c2)Oc2ncc(C3=CCCCC3)cc2C1=O | 2.3 |
